Assay outcomes deposited in PubChem BioAssay by several laboratories.
DNMT1 block – blocks human DNA methyltransferase DNMT1 | inhibition (reported as % activation of signal), % at 10 µM | AID 588458 | 360,000 compounds, 0.83% hits | DNMT1 molecular beacon, Hinp1I cleavage, fluorescence; in the data active = inhibition above about 50%
NRP1-CendR mod – alters CendR peptide binding to human NRP-1 | 360,000 compounds, 0.85% hits | FAM-RPARPAR peptide binding to NRP-1, fluorescence polarization | inhibition, % at 25 µM | O14786;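 active = inhibition or corrected inhibition above about 18%, plus a signal ratio from 0.5 to 1.5, limit read from the data, passing the limit was not always enough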; also: strong numbers were not always called active
Neddylation inh – inhibitors of human cullin neddylation; P61081+Q13564; TR-FRET cullin neddylation, biochemical; calls only at 25 µM; 360,000 compounds, 0.58% hits; in the data active = inhibition above about 36%
Target sequence (P61081 whole entry, looked up): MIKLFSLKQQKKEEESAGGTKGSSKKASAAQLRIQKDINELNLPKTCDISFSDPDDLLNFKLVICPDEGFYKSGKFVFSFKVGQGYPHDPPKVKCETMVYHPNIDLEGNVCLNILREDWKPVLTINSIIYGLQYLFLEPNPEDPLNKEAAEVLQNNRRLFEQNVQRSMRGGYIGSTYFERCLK
Target sequence (Q13564 whole entry, looked up): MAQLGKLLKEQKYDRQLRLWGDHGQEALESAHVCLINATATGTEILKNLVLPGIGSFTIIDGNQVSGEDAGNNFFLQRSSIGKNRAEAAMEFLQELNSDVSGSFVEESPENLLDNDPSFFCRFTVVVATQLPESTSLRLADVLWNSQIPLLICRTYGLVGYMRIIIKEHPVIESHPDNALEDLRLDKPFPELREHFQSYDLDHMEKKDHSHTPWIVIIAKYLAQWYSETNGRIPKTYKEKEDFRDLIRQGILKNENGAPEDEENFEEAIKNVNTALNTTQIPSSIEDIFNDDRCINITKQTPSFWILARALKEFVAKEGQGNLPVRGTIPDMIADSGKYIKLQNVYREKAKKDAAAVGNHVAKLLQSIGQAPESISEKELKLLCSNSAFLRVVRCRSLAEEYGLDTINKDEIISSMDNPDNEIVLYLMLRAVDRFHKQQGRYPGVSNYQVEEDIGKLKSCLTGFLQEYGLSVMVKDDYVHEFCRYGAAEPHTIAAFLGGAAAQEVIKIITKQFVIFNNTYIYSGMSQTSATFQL
LMPTP block – LMPTP (human) inhibition. recombinant LMPTP-A, OMFP fluorogenic substrate, fluorescence intensity. 360,000 compounds, 0.22% hits. P24666. inhibition, % at 20 µM;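 active = compounds that cut the enzyme signal by at least half of the control window in the single-dose screen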;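 also: plate controls were DMSO wells with enzyme plus substrate for no effect and substrate without enzyme for full effect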
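Assay system: LMPTP-A enzyme. Input: 0.625 nM LMPTP-A final. Probe or stimulus: 400 µM OMFP. Compound dosing: single 20 µM dose. Schedule: 50 min dark incubation at room temperature. Detection: fluorescence intensity of OMFP turnover product. Read-out: percent inhibition versus substrate-only and uninhibited controls. Benchmarks: no-enzyme low control, uninhibited high control.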
SKN-1 inh – inhibitors of C. elegans SKN-1; 360,000 compounds, 0.49% hits; C. elegans VP596 Pgst-4::GFP/RFP ratio, acrylamide-induced, 24 h; AID 624304; inhibition, % at 21.8 µM;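 active = interference check ratio from 0.5 to 1.5 plus GFP to RFP signal ratio inhibition reaching or exceeding a fixed threshold, cut at about 30% in these data, passing the limit was not always enough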; also: some compounds called inactive have numbers as strong as hits
SUMO1 PPI mod – alters human SUMO1 binding to SIM partners | inhibition, % at 20 µM | 360,000 compounds, 0.33% hits | P63165 | SUMO1 binding to a labelled peptide, TR-FRET, 1 h; in the data active = inhibition above about 37%
Target sequence (P63165 whole entry, looked up): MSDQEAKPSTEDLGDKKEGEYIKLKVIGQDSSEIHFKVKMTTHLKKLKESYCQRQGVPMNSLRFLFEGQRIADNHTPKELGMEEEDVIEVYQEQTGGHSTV
Tb MetRS inh – blocks T. brucei methionyl-tRNA synthetase activity; purified T. brucei MetRS, ATP depletion, Kinase-Glo luminescence; inhibition, % at 11.9 µM; 360,000 compounds, 0.4% hits; AID 624268;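 active = inhibition above a per-plate cutoff of the control wells' mean inhibition plus 3 SD, cut at about 5.5% in these data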;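 also: 0% = DMSO wells median and 100% = median of wells with control inhibitor compound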
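Test system: purified T. brucei MetRS enzyme. Also added: ATP, methionine and E. coli bulk tRNA substrates. Compound: 11.9 µM single point. Schedule: 15 min enzyme-compound preincubation, 2 h reaction, 10 min detection, 25 °C. Signal: luciferase luminescence of residual ATP, Kinase-Glo. Evaluation: percent inhibition versus plate control medians. Controls: DMSO wells, low control.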
NadD block – blocks S. aureus nicotinate mononucleotide adenylyltransferase; inhibition, % at 20 µM; 360,000 compounds, 0.78% hits; purified NadD enzyme, colorimetric absorbance read-out; in the data active = inhibition above about 26%; also: some compounds past the cut are filed as inactive
Scp-1 inhibitor – inhibitors of human Scp-1 phosphatase. Q9GZU7. Recombinant Scp1, phosphopeptide, malachite green phosphate absorbance. inhibition, % at 20 µM. 340,000 compounds, 0.88% hits;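 active = inhibition above about 50% at 20 µM, limit read from the data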;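 also: plate controls were DMSO wells with enzyme for no effect and wells lacking enzyme for full effect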
Target sequence (Q9GZU7 76-261 limits assumed): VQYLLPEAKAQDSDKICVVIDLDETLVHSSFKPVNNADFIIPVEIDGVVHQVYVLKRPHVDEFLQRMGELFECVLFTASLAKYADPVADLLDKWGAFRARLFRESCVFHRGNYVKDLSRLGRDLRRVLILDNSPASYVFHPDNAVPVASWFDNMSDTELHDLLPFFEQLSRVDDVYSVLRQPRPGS
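System: truncated SCP-1 phosphatase (76-261aa); medium: Tris acetate buffer pH 5.5 with MgCl2 and Tween-20; incubation: 45 min room-temperature reaction, 5 min colour, 30 min stabiliser; compound: single 20 µM dose, 1% DMSO; reagent: Phosphorylated 17-residue peptide substrate; read-out: % inhibition at 20 µM; technique: colorimetric free-phosphate detection, absorbance 630 nm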
STEP inh – blocks human striatal-enriched tyrosine phosphatase; P54829; recombinant STEP, OMFP fluorogenic substrate, fluorescence; 360,000 compounds, 0.25% hits; inhibition, % at 20 µM;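 active = inhibition at 20 µM, scaled per plate between control wells, above about 37%, limit read from the data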;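 also: 0% = DMSO with enzyme and substrate and 100% = substrate only without enzyme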
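Also added – OMFP at 25 µM · Test system – STEP tyrosine phosphatase · Technique – FITC-channel fluorescence of OMFP product · Schedule – 20 min at room temperature, dark · Evaluation – control-normalized % inhibition with plate pattern correction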
Active calls of the source: *. Random draw from the library; overall some 4.6% were active at least once.

How did Cc1cc(C)c2nc(N3CCCC(C(=O)N4CCC(C(N)=O)CC4)C3)sc2c1 (stereo unspecified) do in these assays?
DNMT1 block: -1; NRP1-CendR mod: 5; Neddylation inh: inactive; LMPTP block: -1.0; SKN-1 inh: 12; SUMO1 PPI mod: 4; Tb MetRS inh: 0.0; NadD block: 3; Scp-1 inhibitor: -14; STEP inh: 6

Results for Cc1ccc(C(=O)N2CCNC(=O)C2CC(=O)Nc2ccc(F)cc2)cc1C (stereo unspecified) ?
DNMT1 block: 2; NRP1-CendR mod: 6; Neddylation inh: inactive; LMPTP block: 1.3; SKN-1 inh: -13; SUMO1 PPI mod: 1; Tb MetRS inh: -0.5; NadD block: -6; Scp-1 inhibitor: -9; STEP inh: -2

What do the screens show for `CC(Oc1ccccc1)C(=O)OCC(=O)NC(=O)NCc1ccco1` (stereo unspecified)?
DNMT1 block: 6; NRP1-CendR mod: -6; Neddylation inh: inactive; LMPTP block: 0.3; SKN-1 inh: 20; SUMO1 PPI mod: 2; Tb MetRS inh: -0.7; NadD block: 3; Scp-1 inhibitor: 8; STEP inh: 4

How did Fc1cnc(N2CCOCC2)nc1N1CCOCC1 do in these assays?
DNMT1 block: -5; NRP1-CendR mod: 21*; Neddylation inh: inactive; LMPTP block: -2.0; SKN-1 inh: 16; SUMO1 PPI mod: 4; Tb MetRS inh: -0.5; NadD block: -7; Scp-1 inhibitor: -3; STEP inh: 1

Results for CC1=NNC(=O)c2ccccc2O1 ?
DNMT1 block: 2; NRP1-CendR mod: 2; Neddylation inh: inactive; LMPTP block: -1.2; SKN-1 inh: -7; SUMO1 PPI mod: 2; Tb MetRS inh: 0.1; NadD block: -8; Scp-1 inhibitor: 7; STEP inh: 1

What do the screens show for `CCN1C(=O)CC2CCCC1C2` (stereo unspecified)?
DNMT1 block: 6; NRP1-CendR mod: 22; Neddylation inh: inactive; LMPTP block: -1.4; SKN-1 inh: 3; SUMO1 PPI mod: 0; Tb MetRS inh: -0.2; NadD block: -2; Scp-1 inhibitor: 5; STEP inh: 0

Results for COc1cc(-c2csc(NC3CCCCC3)n2)cc(OC)c1OC ?
DNMT1 block: -16; NRP1-CendR mod: -2; Neddylation inh: inactive; LMPTP block: -0.6; SKN-1 inh: 18; SUMO1 PPI mod: -6; Tb MetRS inh: 0.2; NadD block: 3; Scp-1 inhibitor: -2; STEP inh: -1

Results for CCCCCC/C(=N/O)c1ccccn1 ?
DNMT1 block: 0; NRP1-CendR mod: 4; Neddylation inh: inactive; LMPTP block: -0.9; SKN-1 inh: 31; SUMO1 PPI mod: -2; Tb MetRS inh: 0.1; NadD block: 6; Scp-1 inhibitor: -7; STEP inh: -2

What do the screens show for `Cc1ccc(C2CC2c2n[nH]c(=S)n2-c2cccc(C)c2)cc1` (stereo unspecified)?
DNMT1 block: -1; NRP1-CendR mod: 17; Neddylation inh: inactive; LMPTP block: 1.5; SKN-1 inh: 14; SUMO1 PPI mod: 2; Tb MetRS inh: -1.2; NadD block: 8; Scp-1 inhibitor: 16; STEP inh: 2

Results for CCOC(=O)C1CCCN(C2CCN(Cc3nc(Cc4ccccc4)no3)CC2)C1 (stereo unspecified) ?
DNMT1 block: 0; NRP1-CendR mod: -14; Neddylation inh: inactive; LMPTP block: -0.7; SKN-1 inh: 3; SUMO1 PPI mod: -1; Tb MetRS inh: -0.6; NadD block: 2; Scp-1 inhibitor: -7; STEP inh: 8

What do the screens show for `COCCCn1c(SCC(=O)NC2CCCCC2)nc2ccccc2c1=O`?
DNMT1 block: 2; NRP1-CendR mod: 4; Neddylation inh: inactive; LMPTP block: -1.2; SKN-1 inh: 8; SUMO1 PPI mod: -2; Tb MetRS inh: -0.4; NadD block: -1; Scp-1 inhibitor: 5; STEP inh: -1

Results for CC(C)NC(=O)c1ccccc1NC(=O)CCS(=O)(=O)Cc1ccccc1 ?
DNMT1 block: 9; NRP1-CendR mod: -4; Neddylation inh: inactive; LMPTP block: -1.1; SKN-1 inh: 11; SUMO1 PPI mod: -3; Tb MetRS inh: 0.4; NadD block: -5; Scp-1 inhibitor: -12; STEP inh: 1

Among those listed so far, these contain a halogen.
Results for Cc1ccc(C(=O)N2CCNC(=O)C2CC(=O)Nc2ccc(F)cc2)cc1C (stereo unspecified) ?
DNMT1 block: 2; NRP1-CendR mod: 6; Neddylation inh: inactive; LMPTP block: 1.3; SKN-1 inh: -13; SUMO1 PPI mod: 1; Tb MetRS inh: -0.5; NadD block: -6; Scp-1 inhibitor: -9; STEP inh: -2

How did Fc1cnc(N2CCOCC2)nc1N1CCOCC1 do in these assays?
DNMT1 block: -5; NRP1-CendR mod: 21*; Neddylation inh: inactive; LMPTP block: -2.0; SKN-1 inh: 16; SUMO1 PPI mod: 4; Tb MetRS inh: -0.5; NadD block: -7; Scp-1 inhibitor: -3; STEP inh: 1

Remaining list, next part:
Results for Cc1ccc(C2CC(=O)NC(SCC(N)=O)=C2C#N)s1 (stereo unspecified) ?
DNMT1 block: 3; NRP1-CendR mod: -4; Neddylation inh: inactive; LMPTP block: -0.4; SKN-1 inh: -3; SUMO1 PPI mod: 3; Tb MetRS inh: -0.9; NadD block: 0; Scp-1 inhibitor: 3; STEP inh: -4

How did Nc1nc(NC(=O)c2cccnc2)nn1-c1ccccc1 do in these assays?
DNMT1 block: 0; NRP1-CendR mod: -3; Neddylation inh: inactive; LMPTP block: -1.9; SKN-1 inh: 4; SUMO1 PPI mod: -2; Tb MetRS inh: 0.1; NadD block: 0; Scp-1 inhibitor: -12; STEP inh: 3

Results for O=C(NCC(=O)N1CCN(S(=O)(=O)c2ccc3c(c2)OCCO3)CC1)c1ccccc1F ?
DNMT1 block: 2; NRP1-CendR mod: 5; Neddylation inh: inactive; LMPTP block: -0.2; SKN-1 inh: 15; SUMO1 PPI mod: 3; Tb MetRS inh: 0.0; NadD block: 0; Scp-1 inhibitor: -1; STEP inh: -1

Results for Cc1c(C(=O)OCC(=O)Nc2ccc(C(N)=O)cc2)cccc1[N+](=O)[O-] ?
DNMT1 block: -1; NRP1-CendR mod: 3; Neddylation inh: inactive; LMPTP block: -0.4; SKN-1 inh: -8; SUMO1 PPI mod: -2; Tb MetRS inh: -0.2; NadD block: -4; Scp-1 inhibitor: -7; STEP inh: -3

Results for CCOC(=O)c1ccc(NC(=O)CSc2nc3c(c(=O)n2CC)SC(C)C3)cc1 (stereo unspecified) ?
DNMT1 block: -4; NRP1-CendR mod: 2; Neddylation inh: inactive; LMPTP block: 1.0; SKN-1 inh: 18; SUMO1 PPI mod: -1; Tb MetRS inh: 0.0; NadD block: -8; Scp-1 inhibitor: -25; STEP inh: 1

What do the screens show for `COc1ccc(N(CC(=O)N/N=C/c2ccc(OC3CSC3)cc2)S(=O)(=O)c2ccccc2)cc1`?
DNMT1 block: -17; NRP1-CendR mod: 15; Neddylation inh: inactive; LMPTP block: 2.3; SKN-1 inh: 8; SUMO1 PPI mod: -2; Tb MetRS inh: -0.5; NadD block: 17; Scp-1 inhibitor: -5; STEP inh: -2

How did CCOc1cc(CN2CCOCC2)cc(C(C)=O)c1 do in these assays?
DNMT1 block: 1; NRP1-CendR mod: -1; Neddylation inh: inactive; LMPTP block: -2.0; SKN-1 inh: -7; SUMO1 PPI mod: -2; Tb MetRS inh: -0.9; NadD block: 0; Scp-1 inhibitor: 0; STEP inh: -1

What do the screens show for `Cc1cc(-c2nnc(SCC(=O)Nc3c(C)cccc3C)n2N)n[nH]1`?
DNMT1 block: 4; NRP1-CendR mod: 8; Neddylation inh: inactive; LMPTP block: -2.0; SKN-1 inh: -7; SUMO1 PPI mod: 1; NadD block: 5; Scp-1 inhibitor: -11; STEP inh: 2

Results for CC(C)(C)n1nc2c(c1NC(=O)c1ccc(Br)o1)CS(=O)C2 (stereo unspecified) ?
DNMT1 block: 0; NRP1-CendR mod: -6; Neddylation inh: inactive; LMPTP block: -0.7; SKN-1 inh: 26; SUMO1 PPI mod: 2; Tb MetRS inh: 0.0; NadD block: 4; Scp-1 inhibitor: -4; STEP inh: -4

What do the screens show for `O=S(=O)(Nc1nnc(C2CC2)s1)c1ccccc1`?
DNMT1 block: 0; NRP1-CendR mod: 4; Neddylation inh: inactive; LMPTP block: 0.1; SKN-1 inh: 14; SUMO1 PPI mod: -1; Tb MetRS inh: -0.5; NadD block: 2; Scp-1 inhibitor: -4; STEP inh: 0

What do the screens show for `O=C(Nc1ncc(Cc2ccc(SC(F)F)cc2)s1)c1ccc(OC(F)F)cc1`?
DNMT1 block: -1; NRP1-CendR mod: -12; Neddylation inh: inactive; LMPTP block: 0.0; SKN-1 inh: -2; SUMO1 PPI mod: -3; Tb MetRS inh: -0.6; NadD block: 0; Scp-1 inhibitor: 6; STEP inh: -3

What do the screens show for `Cc1c(-c2cccc(Cl)c2)nc2ccccc2c1C(=O)OC/C(O)=C(\C#N)c1nc2ccccc2[nH]1`?
DNMT1 block: 2; NRP1-CendR mod: -63; Neddylation inh: inactive; LMPTP block: 3.3; SKN-1 inh: 7; SUMO1 PPI mod: 12; Tb MetRS inh: -0.1; NadD block: 70*; Scp-1 inhibitor: 12; STEP inh: 2

How did COc1ccc2[nH]c(=O)c(COC(=O)c3ccco3)cc2c1 do in these assays?
DNMT1 block: -1; NRP1-CendR mod: -13; Neddylation inh: inactive; LMPTP block: 0.9; SKN-1 inh: 4; SUMO1 PPI mod: -3; Tb MetRS inh: -0.3; NadD block: -4; Scp-1 inhibitor: -7; STEP inh: -2

Results for Cc1ccc(Nc2nc(N)nc(CN3CCN(Cc4ccc5c(c4)OCO5)CC3)n2)cc1Cl ?
DNMT1 block: -9; NRP1-CendR mod: -3; Neddylation inh: inactive; LMPTP block: 1.7; SKN-1 inh: 9; SUMO1 PPI mod: 3; Tb MetRS inh: 0.1; NadD block: 7; Scp-1 inhibitor: -4; STEP inh: 3

How did COc1ccc(CN2CCC(C(N)=O)CC2)cc1OCc1ccccc1 do in these assays?
DNMT1 block: 1; NRP1-CendR mod: -3; Neddylation inh: inactive; LMPTP block: -2.2; SKN-1 inh: -2; SUMO1 PPI mod: -2; Tb MetRS inh: -0.4; NadD block: 4; Scp-1 inhibitor: -1; STEP inh: 1
